NRP1-CendR mod: modulators of CendR peptide binding to NRP-1, primary screen, biochemical, fluorescence polarization, uHTS; Neuropilin-1 (Homo sapiens), O14786; FAM-RPARPAR peptide binding to NRP-1; inhibition, % at 25 µM; 0.85% of 360,000 active; AID 602438, 2012;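 active = inhibition or corrected inhibition above about 18%, plus a signal ratio from 0.5 to 1.5, limit read from the data, passing the limit was not always enough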; also: strong numbers were not always called active
Target sequence (O14786 whole entry, looked up): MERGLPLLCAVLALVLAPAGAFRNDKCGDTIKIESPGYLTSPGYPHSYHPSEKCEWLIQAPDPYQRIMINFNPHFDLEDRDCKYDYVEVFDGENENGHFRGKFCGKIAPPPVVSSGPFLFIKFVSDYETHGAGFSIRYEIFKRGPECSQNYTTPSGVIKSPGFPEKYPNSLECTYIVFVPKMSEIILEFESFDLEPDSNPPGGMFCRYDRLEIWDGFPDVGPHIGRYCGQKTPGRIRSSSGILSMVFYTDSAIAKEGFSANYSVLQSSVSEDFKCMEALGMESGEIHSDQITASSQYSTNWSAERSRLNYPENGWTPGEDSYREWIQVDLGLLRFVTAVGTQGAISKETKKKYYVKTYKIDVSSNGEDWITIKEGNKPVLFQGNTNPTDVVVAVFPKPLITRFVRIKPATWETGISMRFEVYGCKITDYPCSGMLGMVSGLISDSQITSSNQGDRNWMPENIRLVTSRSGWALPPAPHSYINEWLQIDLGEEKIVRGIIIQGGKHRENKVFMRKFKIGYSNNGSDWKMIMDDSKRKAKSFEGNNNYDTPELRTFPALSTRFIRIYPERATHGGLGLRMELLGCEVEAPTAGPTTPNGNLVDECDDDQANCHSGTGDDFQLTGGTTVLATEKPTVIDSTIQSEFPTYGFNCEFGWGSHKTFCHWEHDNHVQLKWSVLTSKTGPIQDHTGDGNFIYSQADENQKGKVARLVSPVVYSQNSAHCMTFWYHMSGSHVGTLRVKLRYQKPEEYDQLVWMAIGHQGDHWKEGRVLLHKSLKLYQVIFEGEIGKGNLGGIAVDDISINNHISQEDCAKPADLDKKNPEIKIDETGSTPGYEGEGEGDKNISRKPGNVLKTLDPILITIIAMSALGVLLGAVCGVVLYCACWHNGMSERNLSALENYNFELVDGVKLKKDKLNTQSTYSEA
FAS TE block: FAS thioesterase domain inhibitors, primary screen, biochemical, fluorescence intensity, uHTS. inhibition, % at 15 µM. recombinant FAS-TE, OMFH fluorogenic substrate, fluorescence endpoint. Fatty acid synthase (Homo sapiens), P49327. 0.67% of 360,000 active;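 active = compounds whose normalised, plate-corrected inhibition of enzyme fluorescence in the single-dose primary screen is 50% or more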;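 also: 0% = DMSO with enzyme and 100% = substrate without enzyme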
MsrA inh: bovine MsrA enzyme inhibitors, primary screen, biochemical, absorbance, HTS | purified bovine MsrA, absorbance read-out | 0.75% of 360,000 active | AID 651718, 2012 | Methionine sulfoxide reductase A (Bos taurus) | inhibition, % at 15.5 µM; in the data active = inhibition above about 4.5%;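 also: 0% = vehicle wells with enzyme and 100% = reference inhibitor wells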
Rin1 Abl inh: inhibitors of Rin1-Abl protein binding, primary screen, biochemical, TR-FRET; 0.4% of 360,000 active; inhibition, % at 7.35 µM; Tyrosine-protein kinase ABL1 (Homo sapiens) + Ras and Rab interactor 1 (Homo sapiens), …; AID 588664, 2011; in the data active = inhibition above about 5%, passing the limit was not always enough
Neddyl block: inhibitors of cullin neddylation, primary screen, biochemical, TR-FRET, uHTS, NAE and Ubc12; NEDD8-conjugating enzyme Ubc12 (Homo sapiens) + NEDD8-activating enzyme E1 regulatory …; calls only at 25 µM; 0.58% of 360,000 active; in the data active = inhibition above about 36%
E coli Lon inh: inhibitors of E. coli Lon protease, primary screen, biochemical, fluorescence polarization; P0A9M0; purified E. coli Lon protease; 0.42% of 360,000 active; inhibition, % at 7.94 µM; AID 602123, 2011; in the data active = inhibition above about 13%, passing the limit was not always enough;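 also: 0% = enzyme with probe and DMSO and 100% = no enzyme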
MsrA act: bovine MsrA enzyme activators, primary screen, biochemical, absorbance, HTS; Methionine sulfoxide reductase A (Bos taurus); purified bovine MsrA, absorbance read-out; activation, % at 10.6 µM; 0.3% of 360,000 active; in the data active = activation above about 7.5%;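 also: 0% = vehicle and 100% = reference activator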
SKN-1 inh: suppressors of acrylamide-induced Pgst-4::GFP reporter in worms, primary screen, SKN-1 inhibitor project, whole organism, uHTS, GFP/RFP fluorescence ratio, strain VP596. C. elegans VP596 Pgst-4::GFP/RFP ratio, 24 h. inhibition, % at 21.8 µM. 0.49% of 360,000 active. AID 624304, 2012;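 active = interference check ratio from 0.5 to 1.5 plus GFP to RFP signal ratio inhibition reaching or exceeding a fixed threshold, cut at about 30% in these data, passing the limit was not always enough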; also: some compounds called inactive have numbers as strong as hits
MT1-MMP act inh: blockers of MT1-MMP proenzyme processing, primary screen, HT1080 RFP-PRO-GFP cells, GFP/RFP fluorescence; Matrix metalloproteinase-14 (Homo sapiens), P50281; GFP/RFP ratio change, % at 20 µM; 0.061% of 360,000 active; GFP/RFP ratio fluorescence, overnight; percent of plate control window, DMSO zero;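 active = GFP/RFP ratio change of at least 30% with cell ATP level not reduced by more than half and red fluorescence within 50% of control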; also: strong numbers were not always called active
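Assay system – RFP-PRO-GFP reporter HT1080 cells · Compound dosing – single dose of 20 µM compound, 1% DMSO final · Incubation – overnight compound exposure at 37 °C · Measure – GFP/RFP fluorescence ratio · Benchmarks – DMSO wells and RFP-L50D-GFP cells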
* marks the source's active call; other numbers are inactive results; i = inactive; . = not tested or not shown; + = active, no number. Hits appear at their usual frequency (roughly 4.2% active in at least one column).

SMILES	NRP1-CendR mod	FAS TE block	MsrA inh	Rin1 Abl inh	Neddyl block	E coli Lon inh	MsrA act	SKN-1 inh	MT1-MMP act inh
CC(NC(=O)CN1CCN(c2ccc(Cl)cc2)CC1)c1ccccc1 (centres undefined)	0.0	1.6	0.1	-1.8	i	5.5	-2.4	-8.2	2.9
CN1CCN(C2=NC(=O)/C(=C/c3cn[nH]c3-c3ccccc3)S2)CC1	-13.8	-4.5	2.8	-3.8	i	-9.1	-4.8	5.5	-7.9
Cc1ccc(Cl)cc1N1CCN(CC(=O)Nc2ccc(CN3CCCCC3)cc2)CC1	-3.4	-4.9	-0.5	0.9	i	-6.3	3.6	6.1	-8.0
CCn1c(SCC(=O)OC(C)C)nnc1-c1cccc(Cl)c1	14.8	-3.6	-0.3	-2.2	i	1.7	-1.7	10.8	1.8
COc1ccc(CCNC(=O)COC(=O)CCC(=O)c2ccc(F)cc2)cc1	2.5	-0.1	-0.9	-1.2	i	2.5	-4.0	-0.6	-1.2
O=C(CCCN1C(=O)c2ccccc2C1=O)Nc1ccc(S(=O)(=O)N2CCOCC2)cc1	1.5	-6.1	0.9	-1.2	i	-5.2	-1.8	-12.0	0.7
CN(Cc1ccccc1)Cc1nc2c(c(=O)n(C)c(=O)n2C)n1CCCc1ccccc1	-6.7	12.9	1.7	-1.2	i	4.8	-4.3	7.4	-2.5
Cc1cc(C(=O)CSc2nc3ccccc3[nH]2)c(C)n1CC1CCCO1 (centres undefined)	7.1	-5.2	1.1	5.3	i	-2.9	-6.5	1.4	-14.9
COc1ccc2oc(C(=O)NC3(C)CCS(=O)(=O)C3)c(C)c2c1 (centres undefined)	4.3	-6.3	0.3	4.3	+	1.6	-3.2	0.6	4.7
CNC(=S)N1N=C2c3ccccc3CCC2C1c1ccccc1Cl (centres undefined)	6.5	24.4	-0.7	-3.1	i	-4.4	-1.9	7.4	-4.4
O=C(Nc1nc2nccc(-c3ccccc3)n2n1)c1ccccc1	-6.3	-6.4	2.0	-3.5	i	6.4	-4.0	11.0	2.0
C[C@H]1CN([C@@H](C)CO)C(=O)c2cc(Br)cnc2O[C@H]1CN(C)S(=O)(=O)c1ccccc1F	-18.7	0.4	-1.3	4.5	i	-10.4	-6.2	8.2	2.4
O=C(CO/N=C/c1ccc(OC(F)F)cc1)NCc1ccc(F)cc1	3.4	-2.4	-1.0	0.5	i	-3.1	-8.9	-5.4	3.0
COc1ccc(Cl)cc1C(=O)N1CCN(c2ccccn2)CC1	10.0	-3.5	1.3	-0.7	i	1.8	0.4	5.7	5.3
O=C(CSc1n[nH]c(=O)n1Cc1ccco1)Nc1ccccc1	-16.2	-0.8	-1.6	1.2	i	2.2	-4.8	8.4	2.2
CCc1ccc(C(=O)NNC(=O)CC2OC(=O)c3ccccc32)cc1 (centres undefined)	-33.1	-4.0	1.2	3.4	i	-15.3	-3.8	-10.4	-3.6
Cc1noc(C)c1NC(=O)N(C)C[C@@H]1OCc2cnnn2CCCC(=O)N([C@@H](C)CO)C[C@H]1C	-4.6	-8.1	-0.3	1.6	i	2.3	-2.4	7.1	-0.9
CCOC(=O)CC(C)(C)/C(C)=N/Nc1ccc([N+](=O)[O-])cc1[N+](=O)[O-]	1.4	40.1	9.8*	0.9	i	-6.8	-9.9	4.2	9.5
COc1nonc1NC(=O)CSc1nc2ccccc2[nH]1	5.0	-6.8	0.7	0.5	i	3.9	-1.5	3.0	1.4
Cc1ccc(S(=O)(=O)N2c3ccccc3NC(=O)CC2C)cc1 (centres undefined)	-5.0	-10.4	0.3	2.0	i	-0.6	-10.0	-11.9	3.6
CN(C)S(=O)(=O)c1ccc(N2CCCC2)c(C(=O)NNC(=O)COc2ccccc2F)c1	0.6	-0.6	-0.4	-1.6	i	1.5	-4.0	15.2	-3.7
CCC1(CC)NC(=O)N(CC(=O)Nc2ccc(-n3cnnn3)cc2)C1=O	6.2	-4.5	-0.7	0.1	i	-6.3	-11.4	1.2	8.6
Cc1ccc(S(=O)(=O)N2CCN(C(=O)CSCc3ccc(C(C)C)cc3)CC2)cc1	0.5	22.7	0.3	3.7	i	-8.0	-5.9	-4.7	0.3
COc1ccc(OCCSc2ncn[nH]2)cc1	-1.3	-15.8	-0.8	-3.3	i	-1.3	-2.6	-3.7	0.0
CCCCC(=O)Nc1cccn2ncnc12	6.0	-0.6	1.4	-1.5	i	-5.5	-0.4	-7.0	-7.5
O=[N+]([O-])c1ccc(S(=O)(=O)NCCc2ccncc2)cc1	13.9	-1.5	0.2	3.8	i	-1.9	-2.6	-5.1	-0.3
CSc1ccccc1C(=O)Nc1nccs1	3.3	-7.8	1.4	1.3	i	-1.4	-13.8	-44.2	-6.5
Cc1ccc(-c2ccc3c(c2)O[C@H](CN(C)C(=O)CC2CC2)[C@H](C)CN([C@@H](C)CO)S3(=O)=O)cc1	-0.1	-6.6	1.0	-0.4	i	-2.5	-3.0	-7.8	1.1
O=C(c1ccc(F)cc1)N1CCN(c2ccc(N3CCOCC3)nn2)CC1	5.9	-9.4	-1.7	-1.3	.	8.3	-8.9	-7.6	0.7
COC(=O)c1ccc(C(=O)NC2CCCc3c2cnn3-c2ccccc2F)nc1 (centres undefined)	-0.1	3.5	-0.8	3.5	i	-8.4	-5.3	-16.1	-8.9
O=C(C1=C[C@@H](c2ccccc2)C[C@@H](OCc2ccc(CO)cc2)O1)N1CCOCC1	-10.0	-6.7	0.5	0.3	i	-3.9	-3.0	17.0	-3.9
CCN(CC)C(=O)c1ccc2sc([C@@H]3O[C@H](CO)[C@H](O)[C@H](O)[C@H]3O)nc2c1	16.6	-11.8	-0.3	-3.2	i	5.4	-3.5	13.7	0.5
CS(=O)(=O)N1CCN(c2ccccc2NC(=O)c2cc(Br)ccc2Cl)CC1	0.3	17.1	0.9	2.0	i	-8.1	-3.7	22.3	0.2
O=S(=O)(CCc1nc2ccccc2o1)c1ccc(Cl)c(Cl)c1	-14.7	-4.9	-0.3	4.5	i	-1.6	-1.0	-9.0	3.2
O=C(OCCN1C(=O)c2ccccc2C1=O)C1CCN(S(=O)(=O)c2cccs2)CC1	1.4	28.5	1.0	3.9	i	-3.8	-4.0	-6.8	0.9
CC(NC(=O)CCCc1c[nH]c2ccccc12)c1ccc(F)cc1 (centres undefined)	2.9	-4.2	-0.1	1.2	i	9.8	-5.7	-4.6	1.1
COc1cccc(-n2c(SCC(=O)Nc3sc4c(c3C(N)=O)CCC4)nc3ccccc3c2=O)c1	-12.9	77.1*	0.7	-1.1	i	-3.0	-8.8	3.7	-1.9
O=C(COc1ccccc1Cl)Nc1cccc(S(=O)(=O)NC2=NCCCCC2)c1	0.8	-6.8	-1.1	1.3	i	-3.3	2.4	6.8	1.6
N#Cc1c(-c2ccccc2)cc(-c2ccccc2)nc1SCC(=O)O	-1.9	-2.9	1.9	5.8	i	4.5	-2.2	16.3	1.9
CCOC(=O)Cc1cc(=O)n2[nH]c(C)c(-c3ccc(OC)cc3)c2n1	-10.8	-4.9	0.6	2.8	+	-12.9	-9.3	8.9	8.4
CC(=O)CSc1ncnc2nc[nH]c12	0.0	-4.5	0.6	-1.8	i	-3.4	6.0	-13.9	-2.1
CC1(C2CC2)NC(=O)N(CC(=O)NCc2ccc(Cl)cc2Cl)C1=O (centres undefined)	-2.2	3.0	-0.8	1.4	i	3.8	-8.3	-7.4	2.1
Cc1nn(CC(=O)NCC2CCCO2)c(=O)c2ccccc12 (centres undefined)	1.2	-16.2	1.1	-2.2	i	-10.2	-7.8	9.0	0.0
c1ccc2c(OCCCN3CCCCCC3)cccc2c1	11.8	-6.4	0.1	-2.3	i	-0.3	-10.7	-1.5	7.2
Cc1nnc(SC(C)C(=O)Nc2ccc(N3CCOCC3)cc2)n1Cc1ccccc1 (centres undefined)	-3.3	-6.8	-2.2	1.3	i	5.7	-7.7	2.4	2.0

4 entries picked at random from the list so far:
SMILES	NRP1-CendR mod	FAS TE block	MsrA inh	Rin1 Abl inh	Neddyl block	E coli Lon inh	MsrA act	SKN-1 inh	MT1-MMP act inh
CC1(C2CC2)NC(=O)N(CC(=O)NCc2ccc(Cl)cc2Cl)C1=O (centres undefined)	-2.2	3.0	-0.8	1.4	i	3.8	-8.3	-7.4	2.1
O=S(=O)(CCc1nc2ccccc2o1)c1ccc(Cl)c(Cl)c1	-14.7	-4.9	-0.3	4.5	i	-1.6	-1.0	-9.0	3.2
N#Cc1c(-c2ccccc2)cc(-c2ccccc2)nc1SCC(=O)O	-1.9	-2.9	1.9	5.8	i	4.5	-2.2	16.3	1.9
O=C(COc1ccccc1Cl)Nc1cccc(S(=O)(=O)NC2=NCCCCC2)c1	0.8	-6.8	-1.1	1.3	i	-3.3	2.4	6.8	1.6

New compounds follow:
SMILES	NRP1-CendR mod	FAS TE block	MsrA inh	Rin1 Abl inh	Neddyl block	E coli Lon inh	MsrA act	SKN-1 inh	MT1-MMP act inh
Cc1ccc(C(=O)Nn2cnnc2)c(Cl)c1	-0.5	-6.0	0.2	4.9	i	1.9	-4.0	-8.6	-1.2
O=c1[nH]c2ccc(Br)cc2c(=O)o1	-3.9	5.5	2.8	-2.9	i	-3.5	-1.1	8.4	4.1
Cc1ccc(-c2nc(CS(=O)(=O)CC(=O)NC3CCCCCC3)c(C)o2)cc1	4.0	2.4	-0.2	0.8	i	-3.8	-6.5	1.5	3.0
CCOC(=O)COc1ccc2c(=O)c(-c3ccccc3)coc2c1	-1.3	11.6	0.0	-0.1	i	-0.5	0.6	3.8	0.5
N/C(=N\OC(=O)CCC1CCCC1)c1ccc(Cl)cc1	9.1	9.8	0.0	1.8	i	3.3	-5.0	9.2	-2.2
CC1(C)Cc2ccccc2C(N)=C1C#N	-4.1	-2.1	1.2	0.8	i	-2.8	-3.2	19.1	-2.3
C=CCn1c(NCc2cc(C)ccc2O)nc2ccccc21	-12.0	6.2	0.8	-3.6	i	-7.2	3.5	-2.5	2.6
CCN(CC)Cc1c(O)ccc2c(-c3ccccc3)cc(=O)oc12	13.5	-5.6	0.9	-0.4	+	-3.0	-0.3	18.1	-3.5
Cc1c(C(=O)c2ccccc2)oc2ccc3ccccc3c12	-12.4	25.9	2.0	0.6	i	2.5	-3.0	31.6	-0.2
Nc1c(-c2ccccc2)c(CSc2nc3ccccc3[nH]2)nn1-c1cccc(C(=O)O)c1	-6.4	0.1	-0.6	-3.1	i	-4.7	-3.5	9.4	-3.8
O=C1CC2(CCCC2)C(=O)N1CN1CCN(S(=O)(=O)c2ccc(Cl)c(Cl)c2)CC1	14.1	-6.7	-1.2	-0.7	i	-0.6	-3.0	0.2	1.8
Nc1nc(N)c(Br)c(Nc2ccc(Cl)c(Cl)c2)n1	5.1	15.0	1.6	-2.7	i	1.8	-1.6	16.2	4.0
COc1ccccc1NC(=O)NN1CCCCC1	3.5	0.3	-0.5	-1.0	i	-12.1	-1.0	8.4	-4.4
COC(=O)[C@H](C)NC(=O)Nc1cc(OC)ccc1OC	1.7	-7.2	0.8	3.3	i	-5.1	-4.0	2.1	2.3
O=C(CC1C[C@H](C(=O)N2CCCCC2)[C@@]2(CCc3ccccc3)c3[nH]c4ccccc4c3CCN2C1=O)NCCCn1ccnc1 (some centres undefined)	-3.6	-8.2	0.3	-3.9	i	4.7	1.9	6.9	-3.4

Screens deposited in PubChem BioAssay by several laboratories.
